Rv3671c protease: Rv3671c serine protease inhibitors, primary screen, biochemical, fluorescence polarization, M. tuberculosis H37Rv; P9WHR9; inhibition, % at 5.96 µM; 0.048% of 320,000 active; AID 2606, 2010; in the data active = inhibition above about 38%;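 note: extracellular domain of Rv3671c used as enzyme; 0% = enzyme with DMSO and 100% = no enzyme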
SARS 3CLpro inh: SARS-CoV 3CLpro protease inhibitors, primary screen, biochemical, quenched FRET. Replicase polyprotein 1ab (Severe acute respiratory syndrome coronavirus), P0C6X7. inhibition, % at 6 µM. AID 1706, 2009. 0.14% of 290,000 active. recombinant SARS-CoV 3CLpro, quenched FRET peptide cleavage; in the data active = inhibition above about 12%
DUSP3 inh: VHR1 phosphatase inhibitors, primary screen, biochemical, absorbance, uHTS; recombinant VHR phosphatase, pNPP absorbance; inhibition, % at 13.3 µM; AID 1654, 2009; Dual specificity protein phosphatase 3 (Homo sapiens), P51452; 0.52% of 290,000 active; in the data active = inhibition above about 50%; note: some compounds called inactive have numbers as strong as hits
Vc quorum ag: inducers of Vibrio cholerae quorum light production without autoinducers, primary screen, BH1578 luxS cqsA deficient, single point; V. cholerae BH1578 lux reporter, luminescence, 6 h; activation, % at 18.7 µM; 0.16% of 350,000 active; in the data active = activation mostly above about 9.7%, no sharp cut-off; inconclusive = no clear call, values can overlap the other calls; inactive = mostly below about 3.7%; note: not every result past the cut was called active; inactives centre near 0; reference of the scale not given here
Anthrax LF prot: Bacillus anthracis LF protease inhibitors, primary screen, biochemical, multiplex microsphere, MLPCN library; inhibition, % at 10 µM; 0.12% of 360,000 active; multiplex microsphere protease cleavage assay; Lethal factor (Bacillus anthracis), P15917; AID 588501, 2011; in the data active = inhibition above about 30%; inconclusive = no clear call, values can overlap the other calls; note: plate controls were buffer without enzyme for full effect and enzyme alone for no effect
Target sequence (P15917 whole entry, looked up): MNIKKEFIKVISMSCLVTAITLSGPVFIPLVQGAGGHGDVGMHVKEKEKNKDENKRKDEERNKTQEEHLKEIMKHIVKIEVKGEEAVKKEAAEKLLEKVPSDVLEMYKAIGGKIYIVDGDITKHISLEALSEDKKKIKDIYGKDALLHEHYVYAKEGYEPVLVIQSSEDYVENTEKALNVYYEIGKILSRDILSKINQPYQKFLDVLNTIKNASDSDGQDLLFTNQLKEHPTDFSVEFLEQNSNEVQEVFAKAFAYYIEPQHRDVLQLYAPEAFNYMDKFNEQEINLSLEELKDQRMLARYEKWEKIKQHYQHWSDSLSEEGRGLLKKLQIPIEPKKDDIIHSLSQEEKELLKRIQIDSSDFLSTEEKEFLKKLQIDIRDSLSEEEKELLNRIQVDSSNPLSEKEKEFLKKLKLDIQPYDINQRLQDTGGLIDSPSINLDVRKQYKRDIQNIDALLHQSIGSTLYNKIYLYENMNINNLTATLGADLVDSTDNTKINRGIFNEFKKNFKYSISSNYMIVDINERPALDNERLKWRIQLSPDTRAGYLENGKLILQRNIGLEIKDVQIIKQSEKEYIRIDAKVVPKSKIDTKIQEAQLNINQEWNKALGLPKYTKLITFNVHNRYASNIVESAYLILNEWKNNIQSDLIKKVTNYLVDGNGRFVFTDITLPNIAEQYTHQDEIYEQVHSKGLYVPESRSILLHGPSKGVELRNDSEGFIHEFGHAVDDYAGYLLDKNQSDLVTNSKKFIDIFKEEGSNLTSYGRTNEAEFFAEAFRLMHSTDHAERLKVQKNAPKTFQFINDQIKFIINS
SSB-PriA inh: inhibitors of Klebsiella pneumoniae PriA binding to SSB C-terminal tail, primary screen, biochemical, AlphaScreen; 0.6% of 430,000 active; AID 1272365, 2023; inhibition, % at 33 µM; AlphaScreen SSBct-PriA binding, biotinylated peptide; PriA–SSB C-terminal tail interaction (Klebsiella pneumoniae); in the data active = inhibition mostly above about 37%, no sharp cut-off; inactive = mostly below about 20%;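 note: plate controls were negative control peptide for no effect and reference peptide for full effect; strong numbers were not always called active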
Yp Topo-I inh: Yersinia pestis topoisomerase I inhibitors, primary screen, biochemical, cleavage product accumulation, plate reader, single point; DNA topoisomerase I (Yersinia pestis CO92); Y. pestis Topo-I cleavage product accumulation; activity, % at 10 µM; 0.064% of 360,000 active; AID 504884, 2011; in the data active = activity above about 50%, passing the limit was not always enough; inconclusive = no clear call, values can overlap the other calls; note: inactives centre near 2
TcdB GH inh: TcdB glycohydrolase inhibitors, primary screen, biochemical, single point, plate reader. Toxin B (Clostridioides difficile), P18177. TcdB glycohydrolase enzymatic assay. inhibition, % at 9.99 µM. 0.24% of 350,000 active; in the data active = inhibition above about 10%
MazF activator: activators of E. coli MazEF toxin-antitoxin RNase, primary screen, biochemical, fluorescence, uHTS; Endoribonuclease toxin MazF (Escherichia coli (strain K12)), P0AE70; FAM/BHQ RNA-DNA oligo cleavage fluorescence, 5 h; activation, % at 20 µM; 0.32% of 350,000 active; AID 504720, 2011; in the data active = activation above about 50%
Target sequence (P0AE70 whole entry, looked up): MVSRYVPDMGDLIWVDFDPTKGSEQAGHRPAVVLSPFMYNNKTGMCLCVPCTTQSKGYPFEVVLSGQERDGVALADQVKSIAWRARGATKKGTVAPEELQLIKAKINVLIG
PfHsp40 rescue: rescue of yeast from PfHsp40 toxicity, primary screen, S. cerevisiae, ATP luminescence; 0.68% of 340,000 active; S. cerevisiae expressing PfHsp40, growth rescue; growth rescue, % at 12.5 µM; in the data active = growth rescue above about 28%, passing the limit was not always enough; inconclusive = no clear call, values can overlap the other calls;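 note: yeast W303a lacking pdr1 and pdr3 grown in galactose medium; growth measured after three days at 30 °C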
Starred values were filed as active, the others as inactive; i = inactive; ? = inconclusive; · = not tested or not shown. This is a subset. The share of hits here may be higher or lower than overall.

| item | smiles | Rv3671c protease | SARS 3CLpro inh | DUSP3 inh | Vc quorum ag | Anthrax LF prot | SSB-PriA inh | Yp Topo-I inh | TcdB GH inh | MazF activator | PfHsp40 rescue |
| --- | --- | --- | --- | --- | --- | --- | --- | --- | --- | --- | --- |
| 1 | Cc1ccccc1-c1cc(C(=O)NCc2ccc(OC(F)(F)F)cc2)nn1CC1CC(c2cccc([N+](=O)[O-])c2)=NO1 (stereo not given) | -7 | · | · | 0.3 | 5 | -4 | -2 | -4.0 | 0 | -0.9 |
| 2 | Nc1c(NCCc2ccccc2)c2ccccc2oc1=O | 2 | -1 | 13 | -0.4 | -5 | 1 | 9 | -4.6 | 5 | -0.1 |
| 3 | O=C(CSCc1nc2c(nnn2Cc2ccc(F)cc2)c(=O)[nH]1)Nc1c(Cl)cc(Cl)cc1Cl | 9 | 0 | -1 | -1.7 | 0 | -3 | 24 | · | -8 | -0.6 |
| 4 | O=C(N=C1SC2CS(=O)(=O)CC2N1c1cccc(Cl)c1)C1CCCO1 (stereo not given) | -4 | 0 | 0 | -0.3 | 2 | 0 | 1 | 1.5 | 4 | -1.2 |
| 5 | N#CCCN(CC(=O)O)S(=O)(=O)c1ccccc1 | 4 | -8 | -5 | i | -2 | -19 | 8 | · | 1 | 0.4 |
| 6 | CCCCN(CC)CCNC(=O)CCC(=O)Nc1ccc2nc(N3CCN(C)CC3)cc(C)c2c1 | 6 | -11 | -5 | -0.3 | -3 | -1 | -6 | 8.0 | 5 | 0.6 |
| 7 | CCN(CC)S(=O)(=O)c1ccc(C(=O)OCC(=O)Nc2sc3c(c2C#N)CCCCC3)cc1 | -8 | 4 | -1 | -0.3 | -1 | -2 | 22 | · | -2 | 1.6 |
| 8 | O=C(CCNC(=O)C1CCN(S(=O)(=O)c2ccccc2)CC1)NCc1cccnc1 | · | · | · | -0.8 | -2 | · | -4 | 1.3 | 6 | · |
| 9 | Cc1cc(C)n2nc(C(=O)N/N=C/c3cn(C)nc3C)nc2n1 | -1 | 0 | -6 | i | -6 | i | 3 | 0.2 | 9 | -0.2 |
| 10 | Nc1nc(COC(=O)c2ccco2)nc(Nc2ccccc2)n1 | · | · | · | i | 8 | · | -4 | -0.3 | 3 | · |
| 11 | COc1ccccc1N1CCN(Cc2cccs2)CC1 | 8 | 0 | 2 | i | -3 | -1 | 6 | 0.6 | 5 | 0.1 |
| 12 | O=C1C=C(c2cccc(Br)c2)C[C@@H](c2ccc(F)cc2)C1 | -9 | · | · | -0.6 | 2 | -25 | 46 | 1.1 | -10 | 10 |
| 13 | CC12CCC(=O)N1C(C(=O)NNC(=O)c1ccc(Br)cc1)CS2 (stereo not given) | -3 | · | · | i | -2 | -2 | 1 | 0.8 | -2 | 1.0 |
| 14 | CCC(C)Sc1cc(C(F)(F)F)c(C(=O)Nc2ccc(Cl)cc2)cn1 (stereo not given) | -20 | -2 | 3 | i | 1 | -13 | -8 | 2.2 | 9 | 0.7 |
| 15 | C=CCNC(=O)CC1Nc2c3ccccc3nc(=S)n2C1=O (stereo not given) | 5 | -5 | 11 | i | -3 | 3 | 4 | 2.7 | -4 | 0.7 |
| 16 | N/C(Cc1ccc(Cl)cc1)=N\OC(=O)Cc1ccc([N+](=O)[O-])cc1 | -20 | 3 | 2 | -0.8 | 0 | · | -5 | -0.7 | 9 | 0.2 |
| 17 | CCCN1CCC(=NNc2ccc(S(=O)(=O)N(CC)CC)cc2[N+](=O)[O-])CC1 | 5 | 2 | 17 | -0.7 | -8 | -6 | 11 | 1.1 | 20 | 0.1 |
| 18 | Cc1cc(C)cc(N(CC(=O)Nc2ccc(-c3nc4ccc(C)cc4s3)cc2)S(C)(=O)=O)c1 | -35 | 2 | -7 | -0.6 | 2 | -8 | 2 | · | -9 | -0.9 |
| 19 | CCc1c(C(=O)N2CCN(c3ccccc3F)CC2)[nH]c(C)c1C(C)=O | -4 | -1 | 26 | -0.1 | -5 | -6 | 6 | · | 6 | 1.2 |
| 20 | COc1cc(OC)cc(C(=O)Nc2c(F)cccc2F)c1 | -5 | -3 | -5 | -3.2 | -2 | -14 | 4 | · | 2 | -0.9 |
| 21 | CCN(CC(=O)Nc1ccc2c(c1)OCO2)Cc1nc2ccccc2c(=O)[nH]1 | 6 | 0 | 28 | -0.4 | -1 | -1 | 8 | · | 5 | 0.4 |
| 22 | Cc1cc(OC(=O)C(C)(C)C)c([N+](=O)[O-])c(=O)[nH]1 | -2 | 2 | 18 | -0.1 | 1 | -5 | -1 | -1.4 | -4 | -0.2 |
| 23 | COc1ccc([C@@H]2[C@H]3C(=O)N(c4cccc(C(F)(F)F)c4)C(=O)[C@H]3ON2C)cc1 | 8 | -1 | 16 | i | -1 | -8 | 5 | · | 7 | ? |
| 24 | COc1ccc(/C(O)=C2/C(=O)C(=O)N(CCN3CCOCC3)C2c2ccccn2)cc1OC (stereo not given) | 1 | 1 | 14 | 0.1 | -1 | · | 1 | · | -4 | 0.5 |
| 25 | CC(=O)c1ccc(NC(=O)CN2CCC(NC(=O)c3ccccc3C)CC2)cc1 | · | · | · | i | 0 | · | 4 | -10 | -4 | · |
| 26 | O=C(CSc1nnnn1-c1ccccc1)NCC1(N2CCCCC2)CCCCC1 | 4 | · | · | -0.5 | -5 | 1 | -7 | 0.7 | -1 | -0.4 |
| 27 | Oc1ccc(C=NNc2ccccn2)c(O)c1 | · | · | · | 0.8 | -4 | 95* | -5 | -13 | 8 | -0.8 |
| 28 | COc1ccccc1N1CCN(C(=O)CCc2ccccc2)CC1 | 3 | 2 | 21 | i | 2 | 4 | 30 | 0.6 | -6 | -2.1 |
| 29 | CC1(C(=O)NS(=O)(=O)c2ccccc2Cl)CCN1C(=O)Cc1ccccc1 (stereo not given) | · | · | · | -3.3 | -3 | · | 5 | -0.8 | · | · |
| 30 | CCN(CC)CCNC(=O)C12CC3CC(CC(C3)C1)C2 | 0 | 1 | 33 | -0.3 | 0 | 1 | -1 | · | -1 | 2.1 |

Numbers 29–30 of the list above:
| item | smiles | Rv3671c protease | SARS 3CLpro inh | DUSP3 inh | Vc quorum ag | Anthrax LF prot | SSB-PriA inh | Yp Topo-I inh | TcdB GH inh | MazF activator | PfHsp40 rescue |
| --- | --- | --- | --- | --- | --- | --- | --- | --- | --- | --- | --- |
| 29 | CC1(C(=O)NS(=O)(=O)c2ccccc2Cl)CCN1C(=O)Cc1ccccc1 (stereo not given) | · | · | · | -3.3 | -3 | · | 5 | -0.8 | · | · |
| 30 | CCN(CC)CCNC(=O)C12CC3CC(CC(C3)C1)C2 | 0 | 1 | 33 | -0.3 | 0 | 1 | -1 | · | -1 | 2.1 |

Additional structures follow:
Second line of a record – Rv3671c protease, SARS 3CLpro inh, DUSP3 inh, Vc quorum ag, Anthrax LF prot, SSB-PriA inh, Yp Topo-I inh, TcdB GH inh, MazF activator, PfHsp40 rescue
31	COc1ccc(Sc2cc(C(F)(F)F)nc(-c3ccccn3)n2)cc1
 : -7, 2, 8, -0.3, -2, -22, 2, ·, 4, -0.2
32	CS(=O)(=O)Nc1ccccc1NS(C)(=O)=O
 : 3, 7, 23, -0.5, 4, -10, 4, 1.1, 8, ·
33	CC(Sc1nc2ncc(Cl)cc2[nH]1)C(=O)NC1(C#N)CCCCC1 (stereo not given)
 : -6, ·, ·, i, 1, -8, 7, 4.2, -2, -1.8
34	CCCCOc1ccc(C(=O)NC(=S)Nc2ccc(CN3CCOCC3)cc2)cc1
 : -4, -1, -5, -0.4, 2, -10, 2, 1.8, 8, 9.4
35	Nc1cccc(-c2cccc3nncn23)c1
 : ·, ·, ·, -0.4, -6, ·, -9, 0.7, ·, ·
36	COC(=O)c1cccc(NS(C)(=O)=O)c1
 : 6, 4, 5, -0.1, -4, 3, 6, -0.3, 5, -1.0
37	Cc1c(C)c2ccc(O)c(CN3CCCC3)c2oc1=O
 : 0, 1, -6, 1.5, -4, -6, -10, -4.5, 5, -0.6
38	COCC(=O)Nc1cccc2ccccc12
 : 2, 2, 13, -0.4, 8, 2, -9, ·, 11, 23
39	Cn1c(CCN2CCCC2)nc2cc(NS(=O)(=O)c3ccc(F)cc3)ccc21
 : ·, ·, ·, -0.7, 5, ·, 0, 0.9, -4, ·
40	COc1ccc(NC(=O)COc2ccccc2Cc2ccccc2)cn1
 : -8, ·, ·, i, -11, -20, 39, 2.4, 8, 6.1
41	Cc1ccc(NC(=O)N2CCC(C(=O)NCc3ccc(F)cc3)CC2)cc1
 : -8, 5, 0, -0.3, -3, -9, -2, ·, 2, -0.2
42	COc1ccccc1-c1nnc(NC(=O)Cc2ccccc2)o1
 : 1, 1, -20, -0.3, ·, 1, 13, 0.4, 2, -1.5
43	Cc1cc(=O)oc2cc(NC(=O)Cc3ccccc3[N+](=O)[O-])ccc12
 : 2, 17*, 4, -0.6, 11, -11, -4, -0.1, 16, 0.7
44	Fc1ccccc1CN1CCN(c2ncccn2)CC1
 : 16, 2, -7, i, 8, -19, -3, 1.9, 8, 0.0
45	COC(=O)Nc1cc(C(=O)c2ccc(Cl)cc2Cl)c[nH]1
 : -7, -1, 27, -1.9, -9, -13, -1, 0.2, 4, 0.6
46	COc1ccccc1NC(=O)c1ccc(NC(=O)COC(=O)C(C)C)cc1
 : 1, 4, -2, 0.0, 1, 13, -4, ·, 4, 0.4
47	CC1(OC(=O)C2CCCC2)C(=O)C=C2C=C(c3ccsc3)OC=C2C1=O (stereo not given)
 : -12, ·, -8, i, 0, 2, -8, -0.9, -11, -2.2
48	COc1ccccc1CNC(=O)C1CC(c2c(Cl)cccc2Cl)=NO1 (stereo not given)
 : 3, 6, 6, -0.5, -2, -5, 13, -5.1, 3, 1.6
49	CC(C)(O)C#Cc1ccc(C(=O)NCc2ccccc2F)cc1
 : -9, 3, 26, -0.3, 0, 1, -3, 0.0, -9, -1.1
50	COc1ccccc1CNC(=O)C1CCCN1S(=O)(=O)c1ccc2c(c1)C(C)(C)C(=O)N2C (stereo not given)
 : ·, ·, ·, -0.4, -3, ·, 7, 0.6, ·, ·
51	CC(C)c1ccc(NC2CCCN(C(=O)CCN3CCOCC3)C2)cc1 (stereo not given)
 : 0, -2, 51*, 7.1, -3, 12, -5, -2.5, 10, -0.5
52	O=C(O)c1cccc(C(=O)Cc2ccccc2)c1
 : -8, -2, 19, -0.2, 0, -9, -3, ·, 0, -2.7

Compounds listed so far with bromine:
Second line of a record – Rv3671c protease, SARS 3CLpro inh, DUSP3 inh, Vc quorum ag, Anthrax LF prot, SSB-PriA inh, Yp Topo-I inh, TcdB GH inh, MazF activator, PfHsp40 rescue
12	O=C1C=C(c2cccc(Br)c2)C[C@@H](c2ccc(F)cc2)C1
 : -9, ·, ·, -0.6, 2, -25, 46, 1.1, -10, 10
13	CC12CCC(=O)N1C(C(=O)NNC(=O)c1ccc(Br)cc1)CS2 (stereo not given)
 : -3, ·, ·, i, -2, -2, 1, 0.8, -2, 1.0
